# HTT aggregate: qHTS Multiplex Assay to Identify Dual Action Probes in a Cell Model of Huntington: Aggregate Formation (GFP) | Potency, µM (highest dose often 46.1 µM), inactives show at the highest dose activity change, negative = inhibition, hits mostly inhibitors | PC12 HttQ103-GFP aggregates, Acumen cytometry, 40 h | 220,000 tested, 1.1% active; also: potency is read from the fitted curve at half-maximal effect; % is scaled to controls: 0 for no effect and ±100 for the full control effect; nearly all actives have a fitted effect of over 60% in size
#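 Aggregate formation scored by laser-scanning cytometer (488 excitation, 500–530 emission) in lysed PC12 cells expressing Q103-GFP after 100 nM tebufenozide induction; library tested in dose series, with ATPLite reagent added in the multiplex.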
# GAA glycogen: qHTS Assay for Inhibitors and Activators of Human alpha-Glucosidase Cleavage of Glycogen. Potency, µM (series often up to 76.4 µM), inactives show at the highest dose activity change, negative = inhibition, usual class: inhibitors. AID 2100, 2009. recombinant GAA, glycogen substrate, Amplex Red glucose oxidase fluorescence. 300,000 tested, 0.38% active. Lysosomal alpha-glucosidase (Homo sapiens), P10253;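 also: potency is read from the fitted curve at half-maximal effect; 0% = full enzyme reaction and -100% = no-enzyme basal signal; the screen sought inhibitors and activators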
#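 Recombinant enzyme (4 nM final) with compounds titrated up to 77 uM and bovine liver glycogen (30 ug) in citrate pH 5.0, 0.01% Tween-20, 37 C 40 min. Released glucose detected by Amplex Red/glucose oxidase (Ex 573/Em 610); AC50 from Hill fits.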
# GAA inh: qHTS Assay for Inhibitors of Human alpha-Glucosidase as a Potential Chaperone Treatment of Pompe Disease; Lysosomal alpha-glucosidase (Homo sapiens), P10253; purified human GAA, 4-MU-alpha-glucoside fluorescence; 200,000 tested, 0.005% active; Potency, µM (highest dose often 76.9 µM), inactives show at the highest dose activity change, negative = inhibition, usual class: inhibitors;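 also: potency is read from the fitted curve at half-maximal effect; plate controls were uninhibited enzyme wells for no effect and no-enzyme background for full effect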
#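 Compounds are titrated up to 77 uM against 4 nM human enzyme. Substrate 4-methylumbelliferyl-alpha-D-pyranoside (400 uM) reacts 20 min at room temperature in pH 5.0 buffer; liberated 4-methylumbelliferone is read at 440 nm.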
# aGlu spleen mod: qHTS Assay for Inhibitors and Activators of Human alpha-Glucosidase From Spleen Homogenate. Lysosomal alpha-glucosidase (Homo sapiens), P10253. human spleen homogenate, 4-MU-alpha-glucoside fluorescence. Potency, µM (titrated, usually from 79.9 µM), without a hit: at the highest dose activity change, negative = inhibition, actives largely listed as inhibitors. 240,000 tested, 0.006% active. AID 2112, 2009;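 also: potency is read from the fitted curve at half-maximal effect; 0% = enzyme with vehicle and -100% = no enzyme basal signal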
#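 Human spleen homogenate (1 ug) incubated with compounds and 1 mM 4-methylumbelliferyl-alpha-D-glucopyranoside in pH 5.0 citrate/phosphate buffer, 37 C, 40 min. Stopped at pH 10; 4-MU fluorescence (Ex 365/Em 440 nm); AC50 by Hill fit.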
# HTT ATP protect: qHTS Multiplex Assay to Identify Dual Action Probes in a Cell Model of Huntington: Cytoprotection (ATP); PC12 HTT-Q103 induced, cytoprotection, ATP luminescence, 40 h; Potency, µM (titrated, usually from 56.4 µM), without a hit: cytoprotection (ATP increase), most hits filed as activators; 230,000 tested, 0.14% active; AID 1471, 2008;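 also: potency is read from the fitted curve at half-maximal effect; % of control where 0% means no effect; nearly all actives have a fitted effect of over 45% in size; toxic huntingtin expression switched on by the ecdysone agonist tebufenozide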
#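 ATP quantification (ATPlite) reports survival of PC12 cells in which tebufenozide, 100 nM final, switches on Htt exon 1 with 103 glutamines linked to GFP; compounds are titrated.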
# CBFb RUNX1 block: qHTS Assay for Compounds Blocking the Interaction Between CBF-beta and RUNX1 for the Treatment of Acute Myeloid Leukemia. Potency, µM (doses to about 59.8 µM), for inactives: at the top dose activity, negative = inhibition, hits mostly inhibitors. Runt-related transcription factor 1 (Homo sapiens) + Core-binding factor subunit beta …. 230,000 tested, under 10 active. AlphaScreen CBFb-His/RUNX1-biotin binding, biochemical; also: % of control where 0% means no effect
# Target sequence (Q01196 whole entry, looked up): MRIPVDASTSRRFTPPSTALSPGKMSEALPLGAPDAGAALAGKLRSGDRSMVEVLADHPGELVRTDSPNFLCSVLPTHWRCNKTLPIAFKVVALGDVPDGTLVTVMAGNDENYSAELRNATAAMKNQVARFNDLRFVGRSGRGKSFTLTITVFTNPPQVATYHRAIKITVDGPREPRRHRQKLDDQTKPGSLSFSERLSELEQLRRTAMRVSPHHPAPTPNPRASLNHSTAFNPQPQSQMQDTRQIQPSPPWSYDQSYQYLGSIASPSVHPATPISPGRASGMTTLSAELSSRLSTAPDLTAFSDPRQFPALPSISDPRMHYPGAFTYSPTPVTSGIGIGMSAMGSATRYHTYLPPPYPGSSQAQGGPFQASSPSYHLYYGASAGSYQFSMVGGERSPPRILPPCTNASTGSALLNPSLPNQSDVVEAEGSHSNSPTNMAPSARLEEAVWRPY
# Target sequence (Q13951 whole entry, looked up): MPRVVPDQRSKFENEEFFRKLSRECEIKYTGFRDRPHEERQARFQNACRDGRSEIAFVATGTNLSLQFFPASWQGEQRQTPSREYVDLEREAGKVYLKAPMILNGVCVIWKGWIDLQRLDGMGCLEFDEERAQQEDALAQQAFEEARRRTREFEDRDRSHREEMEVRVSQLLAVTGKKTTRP
#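 Compounds were screened at multiple concentrations against a preformed CBF-beta(His)/RUNX1(biotin) complex (30 nM of each) for 15 min at room temperature, followed by 90 min with nickel and streptavidin beads and AlphaScreen reading.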
# LMNA splice mod: qHTS Assay for Modulators of Lamin A Splicing; 200,000 tested, 0.01% active; Potency, µM (highest dose often 46.1 µM), without a hit: at the top dose ratio change, negative = inhibition, usual class: inhibitors; HeLa LMNA splicing GFP/RFP minigene ratio, 48 h; active = well fitted inhibition curve with a large enough effect in the signal ratio, with a control signal flat, not every such curve was filed as active; inconclusive = small, poorly fitted or top-dose-only effect, or effect the other way, or a change in a side signal; the % refers to the signal ratio; also: potency is read from the fitted curve at half-maximal effect; % is scaled to controls: 0 for no effect and ±100 for the full control effect
#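 S3 HeLa stable clones carrying a lamin A-EGFP splicing minigene plus DsRed2 were seeded at 600 cells/well in Opti-MEM with 2% FBS, pin-dosed and incubated 48 h at 37°C. Acumen cytometry (488 nm) gave the GFP/RFP total-intensity ratio.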
# The depositor's hits bear a star; ? = inconclusive; nt = not tested or not shown; [ ] = another dose, or the depositor's remark. Unless noted, calls follow the shape of the dose curve; as a rule, active = well fitted curve in the direction sought with a large enough effect; inconclusive = small, poorly fitted or top-dose-only effect, or another doubt; inactive = no such curve, though single readings can be large; an effect the other way counts as inactive or inconclusive.
structure	HTT aggregate	GAA glycogen	GAA inh	aGlu spleen mod	HTT ATP protect	CBFb RUNX1 block	LMNA splice mod
CCOC(=O)c1[nH]cnc1C(=O)Nc1ccccc1C	27%	5%	?	nt	-13%	1%	?
O=S(=O)(c1ccccc1)n1cc(-c2ccccn2)c(N2CCOCC2)n1	-6%	-3%	-3%	nt	-11%	26%	-3%[9.22 µM]
OCCNc1nc(OCC(F)(F)F)nc(N2CCN(C34CC5CC(CC(C5)C3)C4)CC2)n1	-7%	5%	?	3%	8%	1%	-2%
CCC1=NN(C(=O)c2ccc(Br)cc2)C(O)(c2ccc(C)cc2)C1 (stereo not drawn)	-31%	?	?	-5%	?	-23%	?
CC[n+]1ccccc1/C=C/c1ccc(N(C)C)cc1	2.8µM*	29%	-12%	-14%	-79%[inhibitor]	-2%	nt
COc1cccc(CN(C(=O)/C=C/c2ccc(Cl)cc2)C2CCS(=O)(=O)C2)c1 (stereo not drawn)	-4%	0%	-11%	-15%	-33%[inhibitor]	-3%	?
CCN(CC)C(=O)CSc1nc(C)cc(C)n1	-12%[9.22 µM]	-9%	-3%	9%	10%[10 µM]	5%	nt
CCOC(=O)c1c(N)sc(C(O)(C(F)(F)F)C(F)(F)F)c1-c1ccc(OC)cc1OC	-12%[9.22 µM]	-6%	1%	-6%	-16%	-5%	?
FC(F)(F)c1cccc(NC(=S)NCCc2ccccn2)c1	-28%	-17%	-6%	-1%	-1%	-2%	7%
NC(=O)C1=C[C@@H](c2ccc(C(F)(F)F)cc2)C[C@@H](OCc2ccc(CO)cc2)O1	6%[9.22 µM]	-7%	nt	-1%	1%[10 µM]	7%	nt
CC1CC2=C(C(=O)O1)C(c1ccc(Cl)cc1)Nc1ccccc1N2 (stereo not drawn)	-2%	8%	-2%	8%	11%[10 µM]	11%	?
CCOc1ccccc1NC(=O)COC(=O)C(CC)c1ccccc1 (stereo not drawn)	6%	-6%	-2%	-2%	-25%	?	6%[46 µM]
CC(=O)Nc1cc(OC(=O)c2ccco2)cc(OC(=O)c2ccco2)c1	2%	4%	-1%	-5%	5%	-10%	-2%
CCCCN(C(=O)c1ccc(NC(=O)C(C)C)cc1)c1ccccc1	-9%	2%	10%	1%	-44%[inhibitor]	0%	nt
CN(CCO)c1ccc([N+](=O)[O-])cc1C(=O)O	-2%	-1%	-5%	-11%	-1%[10 µM]	2%	-10%
Nc1c(O)cccc1C(=O)C[C@@H](N)C(=O)O	nt	nt	nt	-11%[29.1 µM]	1%[40.3 µM]	17%[21.7 µM]	-3%
CC1CCN(C(C(=O)Nc2ccc3c(c2)OCO3)c2ccccc2)CC1 (stereo not drawn)	2%	-6%	1%[15.4 µM]	0%	-11%	4%	2%
Cc1sc2nc3n(c(=O)c2c1C)NC(=O)CC3	3%	1%	5%	-3%	-2%[10 µM]	-3%	-17%
Cc1cccc(C)c1OCc1nnc(SCC(=O)Nc2nccs2)o1	-2%	3%	1%	0%	-5%	?	-20%
CCCCOc1ccc(-c2cc(C(=O)NNC(=S)NCC)c3ccccc3n2)cc1	?	-7%	-6%	-20%	-109%[inhibitor]	-17%	?
COc1ccccc1Oc1nnnn1-c1ccc(C(N)=O)cc1	0%	4%	13%	-6%	-10%	-1%	14%
C=CCn1c(SCC(=O)Nc2c(C)n(C)n(-c3ccccc3)c2=O)nc2scc(-c3ccccc3)c2c1=O	-18%	2%	-7%	-7%	6%	-1%	-4%
CC(C)(C)c1n[nH]c(=S)n(N)c1=O	2%	14%	5%	-5%	-11%	1%	-4%
NC(=O)COC(=O)c1cccnc1Nc1ccccc1F	2%	6%	-8%	nt	-35%[inhibitor]	21%	nt
CCN(C(=O)CCC(=O)N(CC)c1ccccc1)c1ccccc1	0%	4%	-4%	-1%	nt	5%	9%
Nc1ncnc(Nc2cccc(C(F)(F)F)c2)n1	-12%	2%	3%	1%	-5%	1%	17%
CC(=O)Nc1cc(C(=O)N(C)Cc2ccco2)ccc1Sc1ccc(Cl)cc1	?	-9%	-1%	-8%	19%[10 µM]	-6%	?
COc1ccc(C2=NOC(C(=O)NCc3ccc(F)cc3)C2)cc1OC (stereo not drawn)	?	2%	4%	-6%	-55%[inhibitor][10 µM]	6%	?
CCn1c(O)c(C=Nc2ccccc2)sc1=S	1%	9%	-3%	-7%	-44%	-4%	nt
O=C(/C=C/c1ccccc1)OC1CC(O)C2(O)C=CO[C@@H](OC3OC(CO)C(O)C(O)C3O)C12 (stereo partly drawn)	nt	nt	nt	-1%	1%	-18%	nt
Cc1nc(-c2ccccc2)cn(O)c1=O	-2%	11%	-9%	nt	-7%	-7%	nt
COc1ccc(C2CC(=O)c3ccccc3O2)cc1 (stereo not drawn)	-15%	-1%	-11%	-4%	nt	4%[2.36 µM]	13%
CC1CN(C(=O)N2c3ccccc3Sc3ccccc32)CC(C)O1 (stereo not drawn)	4%	-4%	-7%	-1%	-12%[10 µM]	-4%	?
OC1(c2cccc(C(F)(F)F)c2)CCN(Cc2nnnn2CCc2ccccc2)CC1	?	-4%	-19%	2%	6%[10 µM]	4%	?
COc1cc(/C=N/NC(N)=S)cc(Br)c1OCc1ccccc1F	-2%	-17%	-2%	-1%	38%[10 µM]	0%	?
COc1ccc(-c2ccc(-c3noc(-c4cccs4)n3)c(OC)n2)cc1	-3%	10%	?	0%	-8%[0.074 µM]	-23%	-13%
CC1CN(C(=O)CSc2ncnc3sccc23)CC(C)O1 (stereo not drawn)	5%	6%	-1%	-3%	-11%[10 µM]	13%	-6%
CC1CN(c2ccc(C(F)(F)F)cc2[N+](=O)[O-])CCN1S(C)(=O)=O (stereo not drawn)	-14%	6%	-9%	-6%	37%[10 µM]	-6%	?
COc1ccccc1P(=O)(c1ccccc1)c1ccccc1NC(C)=O (stereo not drawn)	-2%[9.22 µM]	7%	nt	-2%	-2%[10 µM]	-1%	nt
CC(=O)Nc1ccc(-c2nc(C)c(C(C)=O)n2O)cc1	-15%	3%	-12%	-5%	-31%	1%	5%
Cc1cc(C)n(CCNC(=O)CC2C(=O)NCCN2Cc2ccc(C)o2)n1 (stereo not drawn)	-17%[9.22 µM]	-9%	nt	-7%	-20%[10 µM]	16%	nt
N#C/C(=C\c1cccs1)C(=O)Nc1ccccn1	-5%[9.22 µM]	-1%	nt	2%	0%[10 µM]	-1%	nt
Cc1ccc(S(=O)(=O)NC(CC(N)=O)C(=O)O)cc1 (stereo not drawn)	7%	-5%	1%	-5%	10%[10 µM]	4%	2%
COc1ccc2cc(/C=N/NC(=O)CN(c3ccccc3)S(=O)(=O)c3ccccc3)c(Cl)nc2c1	30%	10%	?	0%	11%[10 µM]	29%	-6%
COc1ccc(/C=C(\C#N)C(=O)NCC(c2ccc(F)cc2)N2CCOCC2)cc1 (stereo not drawn)	17%[9.22 µM]	-1%	nt	-7%	6%[10 µM]	3%	nt
CCCc1cc(=O)[nH]c(SCC(=O)c2c[nH]c3ccccc23)n1	0%	17%	-2%	3%	0%	2%	nt
CCOc1ccc(OCc2ccc(C(=O)N/N=C(\C)c3ccccn3)cc2)cc1	?	1%	?	-4%	-41%[10 µM]	?	?
CC(=O)c1c(N2CCN(c3cccc(Cl)c3)CC2)nc(=S)n(-c2ccccc2)c1C	-12%	0%	-1%	1%	7%	-2%	-16%
CC(C)(C)n1nc2c(c1NC(=O)CCCc1ccccc1)CS(=O)C2 (stereo not drawn)	2%	?	-4%	1%	-11%	0%	-2%
O=C(/C=C/c1c(Cl)nc2ccccn12)Nc1ccc(F)cc1	5%	9%	1%	nt	-38%[inhibitor]	-15%	nt

# (continued)
structure	HTT aggregate	GAA glycogen	GAA inh	aGlu spleen mod	HTT ATP protect	CBFb RUNX1 block	LMNA splice mod
CCOc1ccc(C2CC(=O)c3c([nH]c(C(=O)OC)c3C)C2)cc1OC (stereo not drawn)	5%	8%	-3%	1%	?	2%	2%
Cc1nc2sc3c(c2c(=O)n1NC(=O)CCBr)CCCC3	8%[9.22 µM]	-13%	?	-2%	12%[10 µM]	5%	nt
CC(C)(C)C(=O)Nc1ccc(Oc2ccc3c(c2)C(=O)N(c2ccc(O)cc2)C3=O)cc1	14%	-1%	-13%	6%	-1%	?	-6%
NC(=O)CSc1nnnn1CC(CC(=O)O)c1ccccc1 (stereo not drawn)	-14%	2%	3%	1%	-18%[10 µM]	1%	-9%
Cc1ccc(N(C)S(=O)(=O)c2ccc(C)cc2)cc1	1%	-1%	-4%	-5%	7%	8%	4%
COc1cccc([C@@H]2Oc3ccc(OC)cc3C(=O)[C@H]2OC(=O)NS(=O)(=O)c2ccc(C)cc2)c1	nt	nt	nt	-4%	-116%[inhibitor]	-7%	nt
Cc1cccc2nc(COc3ccc4ccccc4c3Br)cn12	-2%[9.22 µM]	-4%	nt	-9%	13%[10 µM]	5%	nt
COc1ccccc1N1CCN(C(=O)c2cc(-c3ccc(C)cc3)on2)CC1	?	-9%	-9%	-11%	4%[0.074 µM]	1%	-15%
CCc1ccccc1NC(=O)CSc1nc2n[nH]c(C)c2c(=N)n1-c1ccc(OC)cc1	12%	-2%	2%	-8%	-8%[10 µM]	-7%	-16%
O=[N+]([O-])c1ccc(N2CCN(S(=O)(=O)c3ccc4ccccc4c3)CC2)cc1NCc1ccco1	1%	-3%	-11%	-10%	13%[10 µM]	2%	-12%

# Bioassay records: PubChem, National Center for Advancing Translational Sciences (NCATS)
